Screens deposited in PubChem by The Scripps Research Institute Molecular Screening Center.
GPR151 ag: activators of human GPR151, primary screen, cell-based, PathHunter beta-arrestin, luminescence; G-protein coupled receptor 151 (Homo sapiens), Q8TDV0; activation, % at 11.2 µM; actives 1% (n = 650,000); AID 1508602, 2020; PathHunter beta-arrestin GPR151 cells; in the data active = activation above about 4.9%;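 note: 0% = median of compound wells and 100% = cells with positive control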
Target sequence (Q8TDV0 whole entry, looked up): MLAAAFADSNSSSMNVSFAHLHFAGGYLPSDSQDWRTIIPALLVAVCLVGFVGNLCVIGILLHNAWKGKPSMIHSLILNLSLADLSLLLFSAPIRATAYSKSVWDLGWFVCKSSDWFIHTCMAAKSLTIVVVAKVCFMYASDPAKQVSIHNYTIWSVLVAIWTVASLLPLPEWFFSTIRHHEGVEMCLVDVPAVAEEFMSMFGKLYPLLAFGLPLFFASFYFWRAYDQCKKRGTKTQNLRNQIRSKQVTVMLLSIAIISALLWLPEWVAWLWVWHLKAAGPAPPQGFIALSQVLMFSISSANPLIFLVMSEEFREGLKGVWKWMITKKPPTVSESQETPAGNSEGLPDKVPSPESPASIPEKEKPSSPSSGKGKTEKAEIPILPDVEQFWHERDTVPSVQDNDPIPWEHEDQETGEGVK
MITF primary: MITF inhibitors, primary screen, biochemical, AlphaScreen, human; AID 1259374, 2018; AlphaScreen MITF homodimerization, bead proximity signal; inhibition, % at 2.6 µM; actives 0.91% (n = 650,000); in the data active = inhibition above about 50%;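 note: 0% = vehicle wells with protein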
TEAD-YAP block: TEAD-YAP interaction inhibition, primary screen, TEAD-YAP interaction inhibitor project, luminescence, HEK-TIYL cells; TEAD-Gal4/YAP UAS-luciferase luminescence; inhibition, % at 9.12 µM; actives 1.4% (n = 640,000); in the data active = inhibition above about 32%;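 note: 0% = median of test compound wells and 100% = reference inhibitor wells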
FBW7 activator: FBW7 E3 ligase activators, primary screen, biochemical, AlphaScreen, human. F-box/WD repeat-containing protein 7 (Homo sapiens), Q969H0. AlphaScreen FBW7–phospho-cyclin E peptide binding, activator screen. normalized activity (activation), % at 26.1 µM. actives 0.13% (n = 650,000). AID 1259310, 2017; in the data active = normalized activity above about 1.9%;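 note: purified mutant Fbw7 with reduced substrate affinity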
Target sequence (Q969H0 whole entry, looked up): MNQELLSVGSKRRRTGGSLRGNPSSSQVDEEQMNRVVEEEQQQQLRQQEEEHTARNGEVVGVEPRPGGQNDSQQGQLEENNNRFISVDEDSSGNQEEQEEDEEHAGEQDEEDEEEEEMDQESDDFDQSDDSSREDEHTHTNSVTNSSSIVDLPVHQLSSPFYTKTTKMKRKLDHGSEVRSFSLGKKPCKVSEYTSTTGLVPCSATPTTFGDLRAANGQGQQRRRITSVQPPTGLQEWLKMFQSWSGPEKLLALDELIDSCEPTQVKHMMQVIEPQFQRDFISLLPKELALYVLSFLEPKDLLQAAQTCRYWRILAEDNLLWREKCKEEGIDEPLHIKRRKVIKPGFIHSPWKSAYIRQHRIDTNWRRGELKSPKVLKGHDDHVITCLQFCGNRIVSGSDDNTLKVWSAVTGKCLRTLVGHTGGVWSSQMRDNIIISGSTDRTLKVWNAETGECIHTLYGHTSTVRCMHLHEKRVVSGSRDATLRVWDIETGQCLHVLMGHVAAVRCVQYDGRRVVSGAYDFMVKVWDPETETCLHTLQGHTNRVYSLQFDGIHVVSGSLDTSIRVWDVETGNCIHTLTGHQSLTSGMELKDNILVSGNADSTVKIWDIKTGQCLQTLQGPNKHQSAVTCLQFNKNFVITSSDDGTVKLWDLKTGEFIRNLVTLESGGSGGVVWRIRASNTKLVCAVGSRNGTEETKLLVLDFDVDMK
* hit, by the source's call.

For COc1ccccc1C(=O)Nc1ccnn1C1CCN(C2CCCC2)CC1 the results were GPR151 ag -0.2, MITF primary 1, TEAD-YAP block 3 and FBW7 activator -0.1.
O=C1CCCN1CCn1cnc2c(NC3CCN(Cc4ccccc4)CC3)nc(Nc3ncccn3)nc21 was read as GPR151 ag -2.3, MITF primary 5, TEAD-YAP block -13 and FBW7 activator 0.1.
`CC[N+](C)(CC)CCNC(=O)c1c(O)c2c([nH]c1=O)CCCC2` gave GPR151 ag 0.9, MITF primary -1, TEAD-YAP block -2 and FBW7 activator 2.0*.
Screening COc1ccc(Nc2nc(NCc3ccco3)nc(OC)n2)c(OC)c1 returned GPR151 ag 1.4, MITF primary 6, TEAD-YAP block 10 and FBW7 activator 0.0.
`Cc1ccc(NC(=O)c2c(N)sc3c2CCCC3)cc1C` gave GPR151 ag -0.3, MITF primary 20, TEAD-YAP block -18 and FBW7 activator -0.1.
`O=C(Cn1c(=O)sc2ccccc21)Nc1nccs1` gave GPR151 ag 0.4, MITF primary 11, TEAD-YAP block 6 and FBW7 activator 0.1.
`O=C(C1=CCCC1)N1CCC(CO)(Cc2ccc(Cl)cc2)CC1` gave GPR151 ag 1.2, MITF primary 16, TEAD-YAP block 7 and FBW7 activator 0.4.
`CN(C(=O)CC1CCCCC1)c1nnc(-c2ccncc2)s1` gave GPR151 ag -0.1, MITF primary 12, TEAD-YAP block -6 and FBW7 activator 0.0.
Cc1c(C(=O)NC(C)C2CCCO2)oc2ccccc12 (stereo not drawn) was read as GPR151 ag -0.7, MITF primary -3, TEAD-YAP block -12 and FBW7 activator -0.3.
`COc1ccc(CCNS(=O)(=O)c2ccc3ccccc3c2)cc1` gave GPR151 ag 3.3, MITF primary 1, TEAD-YAP block 7 and FBW7 activator 0.2.
Cn1c(CNC(=O)/C=C/c2cccc(F)c2)nnc1SCc1ccccn1 was read as GPR151 ag -0.4, MITF primary -28, TEAD-YAP block 6 and FBW7 activator 0.2.
For COc1ccnc2c1c(=O)n(Cc1ccc([N+](=O)[O-])cc1)c(=O)n2C the results were GPR151 ag 3.1, MITF primary 9, TEAD-YAP block -5 and FBW7 activator 0.2.
CC(/C=C/c1ccco1)=N\NC(=O)c1ccncc1 was read as GPR151 ag 1.5, MITF primary 0, TEAD-YAP block 1 and FBW7 activator -0.1.
Cc1cccc(C(=O)NC2CCN(CC(=O)Nc3ccc4c(c3)OCO4)CC2)c1 was read as GPR151 ag -0.5, MITF primary 21, TEAD-YAP block 5 and FBW7 activator 0.1.
`CC1=C(C(=O)OCC2CCCO2)C(c2ccccc2Cl)NC(=O)N1` (stereo not drawn) gave GPR151 ag -1.4, MITF primary 12, TEAD-YAP block 13 and FBW7 activator 0.0.
CCOc1ccc(CCNC(=O)Cn2nc(C)c3ccccc3c2=O)cc1OCC was read as GPR151 ag 0.1, MITF primary -4, TEAD-YAP block -14 and FBW7 activator 0.0.
For CC(=O)c1ccc(NC(=O)CSc2nc3ccc(C)cc3[nH]2)cc1 the results were GPR151 ag -0.7, MITF primary -5, TEAD-YAP block -39 and FBW7 activator -0.1.
For CCOC(=O)c1c(C)[nH]c(C)c1C(=O)COC(=O)c1ccc(Cl)c(S(N)(=O)=O)c1 the results were GPR151 ag -1.2, MITF primary 5, TEAD-YAP block 2 and FBW7 activator 0.1.
`O=C(NCC1CCC2(CCN(C(=O)C3(c4ccccc4)CC3)CC2)O1)c1ccccc1F` (stereo not drawn) gave GPR151 ag 2.3, MITF primary -11, TEAD-YAP block -1 and FBW7 activator 0.0.
`COc1cccc(C(=O)N2CCN(S(=O)(=O)c3ccc(Cl)cc3)CC2)c1` gave GPR151 ag 1.4, MITF primary -1, TEAD-YAP block 9 and FBW7 activator 0.0.
`O=C(c1cccc(C(=O)N2CCN(c3cccc(Cl)c3)CC2)c1)N1CCN(c2cccc(Cl)c2)CC1` gave GPR151 ag 1.4, MITF primary -3, TEAD-YAP block 9 and FBW7 activator 0.1.
O=C1NC(=S)N/C1=C/c1ccc(O)c(Br)c1 was read as GPR151 ag -0.4, MITF primary 2, TEAD-YAP block 8 and FBW7 activator -0.1.
CCOC(=O)C1(C(F)(F)F)Nc2ccccc2C(=O)N1C(=O)c1ccccc1 (stereo not drawn) was read as GPR151 ag -0.3, MITF primary -16, TEAD-YAP block 14 and FBW7 activator 0.1.
Screening O=C(O)CC1(CC(=O)NCc2ccccc2)CCCC1 returned GPR151 ag -0.1, MITF primary -4, TEAD-YAP block 2 and FBW7 activator 0.2.

An excerpt from above in order of molecular weight, smallest number first:
CC(/C=C/c1ccco1)=N\NC(=O)c1ccncc1 was read as GPR151 ag 1.5, MITF primary 0, TEAD-YAP block 1 and FBW7 activator -0.1.
For CC(=O)c1ccc(NC(=O)CSc2nc3ccc(C)cc3[nH]2)cc1 the results were GPR151 ag -0.7, MITF primary -5, TEAD-YAP block -39 and FBW7 activator -0.1.
Cc1cccc(C(=O)NC2CCN(CC(=O)Nc3ccc4c(c3)OCO4)CC2)c1 was read as GPR151 ag -0.5, MITF primary 21, TEAD-YAP block 5 and FBW7 activator 0.1.
CCOc1ccc(CCNC(=O)Cn2nc(C)c3ccccc3c2=O)cc1OCC was read as GPR151 ag 0.1, MITF primary -4, TEAD-YAP block -14 and FBW7 activator 0.0.
`O=C(c1cccc(C(=O)N2CCN(c3cccc(Cl)c3)CC2)c1)N1CCN(c2cccc(Cl)c2)CC1` gave GPR151 ag 1.4, MITF primary -3, TEAD-YAP block 9 and FBW7 activator 0.1.

The results go on:
`O=C(CNC(=S)N(Cc1ccccc1)Cc1cccnc1)NC1CCCCC1` gave GPR151 ag 0.7, MITF primary 7, TEAD-YAP block -4 and FBW7 activator 0.2.
`O=C1CSC(c2cccc(C(F)(F)F)c2)N1c1ccccc1` (stereo not drawn) gave GPR151 ag 1.3, MITF primary 0, TEAD-YAP block -13 and FBW7 activator 0.0.
C1CCN(C2CCN(c3nc4nonc4nc3N3CCSCC3)CC2)C1 was read as GPR151 ag 1.3, MITF primary -2, TEAD-YAP block 4 and FBW7 activator -0.1.
Screening COc1cc2c(cc1NCc1ccc3c(c1)OCO3)oc1ccccc12 returned GPR151 ag 1.0, MITF primary -1, TEAD-YAP block -1 and FBW7 activator 0.0.
Screening CC(C)CCN1CC(C(=O)NC(C)C)CC1=O (stereo not drawn) returned GPR151 ag 0.0, MITF primary 13, TEAD-YAP block -4 and FBW7 activator 0.5.
For CN(C)c1cccc(Nc2cc(C(=O)Nc3ccc(N4CCOCC4)cc3)c3ccccc3n2)c1 the results were GPR151 ag 0.6, MITF primary 7, TEAD-YAP block 0 and FBW7 activator -0.1.
Screening COc1ccc(/C=C(/NC(=O)c2ccco2)C(=O)Nc2cccc3ccccc23)cc1 returned GPR151 ag -0.4, MITF primary 21, TEAD-YAP block 4 and FBW7 activator 0.1.
For CCC(C)OC(=O)Cn1cnc2scc(-c3ccc(Br)cc3)c2c1=O (stereo not drawn) the results were GPR151 ag -0.5, MITF primary 7, TEAD-YAP block 6 and FBW7 activator 0.2.
`CCOC(=O)CSc1nnc(CSc2nc3sc4c(c3c(=O)[nH]2)CCC4)n1C` gave GPR151 ag 0.1, MITF primary 8, TEAD-YAP block 16 and FBW7 activator 0.0.
`CCOC(=O)N1CCN(C(=O)CSc2nc3c(c(=O)n2-c2ccc(OCC)cc2)SCC3)CC1` gave GPR151 ag -0.7, MITF primary 6, TEAD-YAP block 9 and FBW7 activator 0.5.
CCOC(=O)N1CCC(N(CCOC)C(=S)Nc2cc(Cl)ccc2C)CC1 was read as GPR151 ag 1.3, MITF primary 11, TEAD-YAP block 6 and FBW7 activator 0.1.
For COc1ccc(-c2nc(SCC(=O)NC3CCCCC3)n[nH]2)cc1 the results were GPR151 ag -0.3, MITF primary 11, TEAD-YAP block 9 and FBW7 activator 0.0.

Molecules from the list above containing bromine:
O=C1NC(=S)N/C1=C/c1ccc(O)c(Br)c1 was read as GPR151 ag -0.4, MITF primary 2, TEAD-YAP block 8 and FBW7 activator -0.1.
For CCC(C)OC(=O)Cn1cnc2scc(-c3ccc(Br)cc3)c2c1=O (stereo not drawn) the results were GPR151 ag -0.5, MITF primary 7, TEAD-YAP block 6 and FBW7 activator 0.2.

Next part:
CCN1CCCC1CNC(=O)c1ccc(-c2ccc(OC)cc2)nc1N(C)C(C)=O (stereo not drawn) was read as GPR151 ag -0.4, MITF primary -8, TEAD-YAP block 6 and FBW7 activator -0.2.
Nc1cccc(-c2cnc3ccc(NCc4cccc(Cl)c4)nn23)c1 was read as GPR151 ag 0.7, MITF primary 5, TEAD-YAP block -7 and FBW7 activator -0.1.
For C=CCSC1=C(C#N)C(c2ccc(C)cc2)CC(=O)N1 (stereo not drawn) the results were GPR151 ag -0.2, MITF primary -8, TEAD-YAP block -6 and FBW7 activator 0.0.
`COc1ccc(CC(=O)Nc2sc3c(c2C(=O)Nc2cccc(C)c2)CCCCC3)cc1` gave GPR151 ag -0.4, MITF primary 0, TEAD-YAP block -4 and FBW7 activator 0.2.
Screening CCCC1Oc2ccc([N+](=O)[O-])cc2C2OC(c3ccccc3)(c3ccccc3)c3ccccc3N12 (stereo not drawn) returned GPR151 ag 0.2, MITF primary 22, TEAD-YAP block -1 and FBW7 activator 0.4.
Screening CCOC(=O)C(N)C(O)c1cccc([N+](=O)[O-])c1 (stereo not drawn) returned GPR151 ag -0.3, MITF primary 5, TEAD-YAP block 9 and FBW7 activator 0.2.
For Cn1c(SCC(=O)c2ccc(F)cc2)nnc1-c1ccccc1N the results were GPR151 ag -0.3, MITF primary 3, TEAD-YAP block -27 and FBW7 activator -0.1.
COc1ccc(CCS(=O)(=O)NCC(c2ccsc2)N2CCCCCC2)cc1 (stereo not drawn) was read as GPR151 ag 2.7, MITF primary 18, TEAD-YAP block -12 and FBW7 activator -0.1.
COC(=O)CCC(=O)Nc1ccc(N=Nc2ccccc2)cc1 was read as GPR151 ag 0.6, MITF primary 0, TEAD-YAP block -58 and FBW7 activator -0.3.
Screening O=C(NCCN1CCN(Cc2ccc(Br)cc2)CC1)C(=O)Nc1ccc(Cl)cc1 returned GPR151 ag -0.1, MITF primary 0, TEAD-YAP block 4 and FBW7 activator -0.2.
For Clc1ncnc2c1oc1ccccc12 the results were GPR151 ag 9.1*, MITF primary 5, TEAD-YAP block 1 and FBW7 activator -0.1.
CC(C)CN(CC(C)C)S(=O)(=O)c1ccc(C(=O)Nc2nc3c(ccc4ccccc43)s2)cc1 was read as GPR151 ag -0.7, MITF primary -2, TEAD-YAP block -8 and FBW7 activator 0.0.
For CCCNC(=O)CSc1nnc(-c2ccco2)n1C the results were GPR151 ag 0.6, MITF primary 24, TEAD-YAP block -1 and FBW7 activator 0.4.
`COCc1cc([C@@H]2C[C@H]3CN(c4ccccc4)C(=O)[C@]34CCCN24)ccc1OC` gave GPR151 ag -0.3, MITF primary -12, TEAD-YAP block 0 and FBW7 activator -0.2.
For CC(C(=O)NCc1ccccc1F)n1ncn2cccc2c1=O (stereo not drawn) the results were GPR151 ag -1.0, MITF primary 10, TEAD-YAP block -7 and FBW7 activator 0.0.
For O=C1CC(N2CCN(C3CC(=O)N(CCc4ccccc4)C3=O)CC2)C(=O)N1CCc1ccccc1 (stereo not drawn) the results were GPR151 ag 0.2, MITF primary 9, TEAD-YAP block -6 and FBW7 activator 0.2.
For CCOC(=O)C1(C/C(C)=N/NC(N)=O)CC(C)OC1=O (stereo not drawn) the results were GPR151 ag 0.6, MITF primary -2, TEAD-YAP block 7 and FBW7 activator 0.0.
Cc1cc(-n2c(SCC(=O)NCCc3ccc(S(N)(=O)=O)cc3)nc3ccsc3c2=O)ccc1Cl was read as GPR151 ag 2.6, MITF primary 12, TEAD-YAP block 1 and FBW7 activator -0.2.
`COc1ccc(N/C=C(/C#N)c2nc(-c3cc4ccccc4oc3=O)cs2)c(OC)c1` gave GPR151 ag -1.2, MITF primary 1, TEAD-YAP block -7 and FBW7 activator 0.6.
Screening Cc1nn(-c2ccccn2)c2c1C(=O)/C(=C\Nc1ccccc1C(=O)O)CC2 returned GPR151 ag 0.6, MITF primary -6, TEAD-YAP block 19 and FBW7 activator -0.2.
Screening NC(C(=O)N1CCCC(c2nc(-c3ccncc3)no2)C1)c1ccc(Br)cc1 (stereo not drawn) returned GPR151 ag -0.5, MITF primary 14, TEAD-YAP block -3 and FBW7 activator 0.6.
`CCCS(=O)(=O)N1CCCC(C(=O)N2CCOCC2)C1` (stereo not drawn) gave GPR151 ag 1.3, MITF primary 3, TEAD-YAP block 9 and FBW7 activator 0.3.
Cc1nc(CCNC(=O)CC2C(=O)NCCN2Cc2ccoc2)nc2c1CCCC2 (stereo not drawn) was read as GPR151 ag -0.2, MITF primary 5, TEAD-YAP block 11 and FBW7 activator 0.0.
For O=[N+]([O-])c1ccc(NCCNS(=O)(=O)c2ccc3ccccc3c2)cc1 the results were GPR151 ag 0.9, MITF primary -9, TEAD-YAP block -7 and FBW7 activator 0.0.
`COc1ccc(OCc2ccc([N+](=O)[O-])cc2)cc1` gave GPR151 ag -1.8, MITF primary -9, TEAD-YAP block -87 and FBW7 activator -0.2.
For CC(=O)c1c(N)[nH]c(-c2ccccc2)nc1=S the results were GPR151 ag 0.9, MITF primary 11, TEAD-YAP block -2 and FBW7 activator -0.2.
For Cc1cc(C)c2oc(-c3ccc(C)c(NC(=O)c4ccc(Cl)cc4)c3)nc2c1 the results were GPR151 ag -1.0, MITF primary -2, TEAD-YAP block 2 and FBW7 activator 0.0.
